MLL CXXC-DNA inh: inhibitors of human MLL CXXC domain-DNA interaction; MLL-CXXC / FITC-HOXA9 DNA fluorescence polarization; 0.037% of 290,000 active; Potency, µM (doses to about 115 µM), inactives show at the highest dose activity change, negative = inhibition, hits mostly inhibitors; active means well fitted inhibition curve with a large enough effect in the polarisation, with a control signal flat, not every such curve was filed as active; inconclusive means small, poorly fitted or top-dose-only effect, or effect the other way, or a change in a side signal; inactive means no such curve, though single readings can be large or run the other way; the % refers to the polarisation
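Steps: dispense CXXC domain solution (7 uM) → pin compounds or unlabeled HOX-A9 DNA control → 5 min ambient → add FLSN-HOX-A9 solution (50 nM) → spin → 30 min ambient → fluorescence polarization. Tris pH 7.5/NaCl/DTT/BSA buffer.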
Gal4-VP16 FLuc: Gal4-VP16 reporter inhibition counter-screen. Potency, µM (titrated, usually from 53.6 µM), for the others: top-dose activity, negative = inhibition, actives largely listed as inhibitors. 3.5% of 310,000 active. Drosophila S2 Gal4-VP16 UAS-luciferase, luminescence, 20 h;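 further: Gal4-VP16 expression switched on by copper sulfate through the metallothionein promoter; on the % scale 0 is the no-effect control and ±100 the full control effect; nearly all actives have a fitted effect of over 50% in size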
BRCA1 expr act: BRCA1 expression activation | Potency, µM (doses to about 46.1 µM), without a hit: at the top dose activation, usual class: activators | 1.1% of 380,000 active | MCF7-BRCA1-FFLuc reporter, luminescence, 48 h; response scale: scaled: vehicle 0%, 10 µM genistein 100%; further: nearly all actives have a fitted effect of over 80% in size; some results filed as inactive show a strong effect at the top dose
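Quantitative HTS in MCF7 cells stably reporting BRCA1 expression via firefly luciferase. Compound treatment lasts 48 h at 37 °C in phenol-red free MEM. Activation is expressed relative to genistein at 10 microM and DMSO.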
Rab9 promoter act: activates the Rab9 promoter | Huh7 Rab9 promoter-luciferase reporter, luminescence, 24 h | Potency, µM (doses to about 9.22 µM), without a hit: top-dose activation, negative = inhibition, actives largely listed as activators | 2.8% of 320,000 active; further: % of control where 0% means no effect; nearly all actives have a fitted effect of over 60% in size
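Rab9 promoter-driven luciferase in stably transfected Huh7 cells; 1500 cells/well rested 2 h, exposed to compound in DMSO for 24 h at 37 °C, 5% CO2. Luminescence read 10 min after adding luciferase reagent at ambient temperature.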
ELG1 genotoxic: inducers of genotoxicity in HEK293T ELG1-luciferase cells; HEK293T ELG1-luciferase reporter, luminescence, 16 h; Potency, µM (top dose mostly 46 µM), for the others: at the top dose activity change, positive = activation, actives largely listed as activators; 1.3% of 330,000 active; AID 504466; further: % of control where 0% means no effect; nearly all actives have a fitted effect of over 60% in size
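Screening used a luciferase reporter fused to human ELG1 in HEK293T cells. Luminescence was read on a CCD plate imager after 16 hr exposure and 30 min ONE-Glo incubation.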
FLuc modulator: firefly luciferase modulation, counter-screen for miR-21 project; 6.9% of 360,000 active; Potency, µM (series often up to 57.5 µM), for inactives: at the highest dose activity change, negative = inhibition, hits mostly inhibitors; AID 588342; P08659; purified FLuc, Km substrates, luminescence inhibition;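 further: plate controls were vehicle for no effect and reference inhibitor for full effect; nearly all actives have a fitted effect of over 55% in size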
Target sequence (P08659 whole entry, looked up): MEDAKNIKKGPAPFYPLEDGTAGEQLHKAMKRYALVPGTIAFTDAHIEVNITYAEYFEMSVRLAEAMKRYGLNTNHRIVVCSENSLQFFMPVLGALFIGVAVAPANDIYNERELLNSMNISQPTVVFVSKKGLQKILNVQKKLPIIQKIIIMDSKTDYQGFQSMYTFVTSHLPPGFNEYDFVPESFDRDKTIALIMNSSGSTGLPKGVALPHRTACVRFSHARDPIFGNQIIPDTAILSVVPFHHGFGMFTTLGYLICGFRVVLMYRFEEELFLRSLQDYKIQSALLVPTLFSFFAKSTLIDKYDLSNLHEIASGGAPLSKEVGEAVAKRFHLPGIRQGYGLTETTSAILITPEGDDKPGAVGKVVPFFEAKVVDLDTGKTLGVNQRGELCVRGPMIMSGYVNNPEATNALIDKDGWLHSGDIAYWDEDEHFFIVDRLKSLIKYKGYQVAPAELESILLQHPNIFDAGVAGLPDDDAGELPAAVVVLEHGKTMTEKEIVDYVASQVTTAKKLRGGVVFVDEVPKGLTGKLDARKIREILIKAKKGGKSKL
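Purified P. pyralis luciferase, 10 nM final, with Km-level 10 uM D-luciferin and 10 uM ATP in 50 mM Tris acetate pH 7.5, 10 mM Mg acetate, 0.01% Tween-20, 0.05% BSA; 6-point qHTS titration about 60 µM downward; luminescence read.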
p53 reactivation: re-activators of mutant p53; H1299 p53-A138V BP100-luciferase reporter, luminescence, 24 h; Potency, µM (titrated, usually from 92.2 µM), inactives show top-dose activity change, positive = activation, most hits filed as activators; 0.063% of 320,000 active; further: % of control where 0% means no effect; nearly all actives have a fitted effect of over 45% in size
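H1299 (p53-null), stable ts p53-A138V + BP100-Luc; 1000 cells/well, Opti-MEM/10% FBS; cpd 4 pt, 1:5; 24 h, 37 deg C, 5% CO2; detection reagent 10 min RT; luminescence.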
MBNL1 CUG block: blocks human MBNL1 binding to CUG repeat RNA. 0.036% of 280,000 active. Q9NR56. Potency, µM (series often up to 57.5 µM), for inactives: top-dose activity change, negative = inhibition, hits mostly inhibitors. AID 2675. TR-FRET MBNL1-His/biotin-(CUG)12 binding, 665/545 ratio; active means well fitted inhibition curve with a large enough effect in the signal ratio, with a control signal flat, not every such curve was filed as active; inconclusive means small, poorly fitted or top-dose-only effect, or effect the other way, or a change in a side signal; inactive means no such curve, though single readings can be large or run the other way; the % refers to the signal ratio; further: on the % scale 0 is the no-effect control and ±100 the full control effect
Target sequence (Q9NR56 whole entry, looked up): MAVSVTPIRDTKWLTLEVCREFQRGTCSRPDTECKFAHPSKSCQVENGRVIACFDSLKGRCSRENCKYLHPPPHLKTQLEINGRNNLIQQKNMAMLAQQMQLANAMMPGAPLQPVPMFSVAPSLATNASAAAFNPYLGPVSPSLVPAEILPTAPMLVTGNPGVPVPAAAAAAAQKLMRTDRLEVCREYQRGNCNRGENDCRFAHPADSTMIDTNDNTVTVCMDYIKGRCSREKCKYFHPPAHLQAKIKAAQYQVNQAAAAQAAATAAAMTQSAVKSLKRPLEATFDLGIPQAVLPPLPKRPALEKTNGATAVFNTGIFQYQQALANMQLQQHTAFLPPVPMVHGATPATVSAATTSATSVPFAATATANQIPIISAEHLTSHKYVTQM
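MBNL1-His + Biotin-(CUG)12, cpd titration 92 nM–58 uM; Tb anti-His Ab 0.055 ng/ul, SA-XL665 5 nM (final); 60 min RT; ratiometric 665/545 nm, Ex 340 nm; normalized to buffer and full-complex controls.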
NPC1 prom act: activators of NPC1 promoter; Huh7 NPC1 promoter luciferase reporter, 24 h; Potency, µM (series often up to 9.22 µM), for the others: top-dose activation, actives largely listed as activators; 2.4% of 320,000 active;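 further: % of control where 0% means no effect; nearly all actives have a fitted effect of over 60% in size; reporter is driven by a mutant NPC1 promoter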
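Stable NPC1-promoter luciferase Huh7 line; cpd (DMSO) 24 h, 37 °C, 5% CO2; Amplite luciferase reagent 10 min RT; luminescence readout. qHTS format.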
RORgamma inh: ROR gamma (mouse) transcription inhibition; Drosophila S2 Gal4-RORgamma UAS-luciferase reporter, 20 h; 5.4% of 310,000 active; Potency, µM (top dose mostly 53.6 µM), for the others: top-dose activity change, negative = inhibition, usual class: inhibitors; P51450; further: on the % scale 0 is the no-effect control and ±100 the full control effect; nearly all actives have a fitted effect of over 60% in size
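Stably transfected Drosophila Schneider cells are the test system, with ROR gamma fused to Gal4 and luciferase under UAS control; luminescence is read after 20 hr of 700 uM copper sulfate induction at ambient temperature.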
uPA generation: inhibitors of cell surface uPA generation; Potency, µM (titrated, usually from 38.3 µM), for inactives: at the top dose activity change, negative = inhibition, actives largely listed as inhibitors; cell surface uPA generation assay, qHTS; AID 540303; 0.31% of 330,000 active; active means well fitted inhibition curve with a large enough effect; inconclusive means small, poorly fitted or top-dose-only effect; inactive means no such curve, though single readings can be large or run the other way; tested in mouse RAW 264.7 cells; further: on the % scale 0 is the no-effect control and ±100 the full control effect; nearly all actives have a fitted effect of over 55% in size
The depositor's hits bear a star; ? = inconclusive; / = not tested or not shown; [ ] = dose if it differs, or a comment. Unless noted, the call rests on the fitted dose curve; in most records, active means well fitted curve in the direction sought with a large enough effect; inconclusive means small, poorly fitted or top-dose-only effect, or another doubt; inactive means no such curve, though single readings can be large; an effect the other way counts as inactive or inconclusive. Potency means the concentration at half of the fitted maximal effect.

Structure,MLL CXXC-DNA inh,Gal4-VP16 FLuc,BRCA1 expr act,Rab9 promoter act,ELG1 genotoxic,FLuc modulator,p53 reactivation,MBNL1 CUG block,NPC1 prom act,RORgamma inh,uPA generation
CCOC(=O)C1CCCN(C2CC(=O)N(c3ccc(NC(C)=O)cc3)C2=O)C1 (configuration not stated),5%,8%,-2%,-8%,1%,-1%,0%,4%,1%,-12%,-1%
O=C(CCNC(=O)c1ccc(Br)cc1)NCc1ccccc1F,/,/,13%,-2%,0%,0%,4%,/,0%,/,1%
COc1ccc(-c2cc3ccc(OCC(C)=O)cc3oc2=O)cc1,-6%,1%,?,1µM*,?,1.9µM*,?,15%,1.3µM*,-26%,-20%
COC(=O)c1ccccc1NC(=O)Cn1cnc2ccc(S(=O)(=O)N3CCC(C)CC3)cc2c1=O,11%,-9%,-9%,-3%,4%,-7%,-6%,-6%,3%,1%,-1%
CN(CC(=O)N1CCOCC1)S(=O)(=O)c1ccc2ccccc2c1,2%,0%,2%,10%,0%,-1%,6%,3%,3%,-32%[1.91 µM],-14%
CCCn1c(=O)c2[nH]cnc2n(-c2ccccc2C)c1=O,-5%,-5%,-12%,-4%,4%,-2%,-1%,/,2%,2%,-10%
CCn1cc(C(=O)NCC(C)C)c(=O)c2cc(F)c(N3CCN(C(=O)c4ccco4)CC3)cc21,5%,-7%,-26%,-6%,-9%,-1%,3%,0%,-3%,39%,4%
N/C(=N\OC(=O)c1ccc(Cl)c(Cl)c1)c1ccccn1,10%,?,1%,4.5µM*,?,0.76µM*,29%,-2%,3.2µM*,?,/
COc1ccc(-c2csc3[nH]c(=S)n(-c4ccccc4)c(=O)c23)cc1OC,7%,3.2µM*,-21%,-1%,9%,-4%,2%,/,0%,2.5µM*,4%
O=c1c2ccccc2nnn1CSc1ccccc1,-5%,?,?,0.56µM*,?,1.9µM*,/,6%,1µM*,?,4%
CC(C)c1ccc(CC(NC(=O)c2ccccc2)C(=O)NCC(=O)O)cc1 (configuration not stated),38%[activator],0%,0%,-9%,2%,4%,1%,-4%,-3%,5%,0%
Cc1ccccc1NCC(=O)c1ccc(Br)cc1,13%,-15%,-26%,-10%,-1%,-2%,-2%,?,1%,16%,/
Cc1ccc(S(=O)(=O)N(C)C)cc1NC(=O)COC(=O)c1ccc2c(c1)OCCO2,-2%,-6%,-5%,-2%,0%,?,5%,-10%,-5%,7%,-9%
COc1ccc(CCNC(=O)c2cnccn2)cc1,19%,13%,54%,-7%,14%,-13%,4%,-1%,3%,28%,-3%
C=CCN(C(=O)CN1CCOCC1)c1nc(C)c(-c2ccccc2)s1,-4%,4%,16%,-2%,18%,?,0%,-2%,1%,3%,2%
COc1cc(NC(=O)SC2=NCCS2)cc(OC)c1,-8%,1%,-5%,-1%,-2%,-2%,2%,-1%,-1%,21%,-4%
COC(=O)c1ccc(Oc2coc3cc(OCc4ccc([N+](=O)[O-])cc4)ccc3c2=O)cc1,-8%,2%,-1%,2%,-1%,3%,3%,2%,-1%,-4%,4%
O=C(CSc1nnnn1-c1ccccc1F)Nc1nc2ccccc2s1,9%,2%,28%,7%,?,14%,3%,-2%,-1%,6%,10%
Cc1ccc(C(=O)NNc2nc3ccccc3nc2C(F)(F)F)cc1,-16%,-14%,-32%,2%,-1%,4%,6%,25%,0%,?,1%
Cc1cccc(NS(=O)(=O)c2cccc(C(=O)NCC3(N4CCCCC4)CCCCC3)c2)c1,/,/,-21%,-12%,2%,2%,-3%,/,4%,/,-5%
Cc1c(NS(=O)(=O)c2ccc(Cl)c(C(=O)OCC(=O)NCc3ccco3)c2)c(=O)n(-c2ccccc2)n1C,18%,-7%,-27%,-1%,1%,-1%,24%,-3%,-7%,31%,-4%
COc1ccccc1C(=O)Nc1ccnn1C1CCN(Cc2cn(C)c3ccccc23)CC1,8%,-7%,-41%,2%,-3%,-5%,16%,-7%,2%,-9%,10µM*
O=C1COc2ccc(C(=O)COC(=O)c3sc4ccccc4c3Cl)cc2N1,11%,-5%,-17%,-6%,8%,1%,0%,/,-9%,-5%[10 µM],5%
C=CCn1c(CSc2nc3ccccc3s2)n[nH]c1=S,2%,-24%,26%,5%,-4%,-19%,13%,2%,7%,11%,8%
CC(CCc1ccccc1)NC(=O)/C=C/c1ccc(F)cc1 (configuration not stated),16%,-9%[10 µM],/,-4%,-11%,-12%,0%,-7%,1%,21%,/
Cc1ccc(S(=O)(=O)N2[C@@H](c3ccccc3F)C(C(=O)O)=CC[C@H]2c2ccc(C(C)C)cc2)cc1,/,/,-10%,2%,1%,3%,-8%,/,-2%,/,1%
O=C(O)C1C2C=CC(C2)C1C(=O)NCc1ccc(Cl)c(Cl)c1 (configuration not stated),0%,2%,-10%,0%,1%,6%,-4%,/,0%,42%,0%
N#Cc1cn(CCOC(=O)c2cccc(C(F)(F)F)c2)c(=O)[nH]c1=O,-9%,10%,26%,-4%,0%,-8%,-2%,-5%,-2%,-6%,2%
O=c1c2ccccc2c(=O)n(Cc2ccccc2)n1Cc1ccccc1,-9%,-17%,-53%,-3%,1%,-4%,-5%,-2%,-1%,?,0%
COc1ccc(NC(=O)COC(=O)c2ccc(OCc3ccc(Cl)cc3Cl)c(OC)c2)c(OC)c1,5%,4%,-20%,-1%,7%,-13%,-5%,-11%,-5%,-26%,0%
O=C(O)c1cc2ncc(CCO)cn2n1,3%,-2%,0%,0%,-1%,2%,-1%,-25%,-4%,-13%,1%
CN(C(=O)CC1C(=O)NCCN1Cc1ccc(F)cc1)C1CCOCC1 (configuration not stated),1%,2%,29%,0%,6%,-4%,0%,-7%,-7%,-4%,1%
COc1cc(OC)cc(-c2cc3nc(C)c(CCC(=O)Nc4nc(C)cs4)c(C)n3n2)c1,6%,?,-15%,-3%,0%,?,-8%,18%,-6%,?,-6%
CCC(c1nnc(SCC(=O)Nc2c(F)cccc2F)n1Cc1ccccc1)N(C)C (configuration not stated),2%,?,1%,-30%[inhibitor],-13%,-1%,-6%,-2%,-8%,?,-4%
O=C(c1ccc2ncsc2c1)N1CCN(c2nc3ccccc3s2)CC1,2%,-29%,-20%,-20%,-21%,3%,-29%,5%,-9%,?,-5%
COc1cc(Br)cc(CN2CCN(c3ncccn3)CC2)c1O,-8%,-3%,-15%,3%,0%,-2%,-2%,-5%,0%,21%,10%

Shown with values under each structure: entries from further up.
Under each structure: MLL CXXC-DNA inh | Gal4-VP16 FLuc | BRCA1 expr act | Rab9 promoter act | ELG1 genotoxic | FLuc modulator | p53 reactivation | MBNL1 CUG block | NPC1 prom act | RORgamma inh | uPA generation
COc1cc(OC)cc(-c2cc3nc(C)c(CCC(=O)Nc4nc(C)cs4)c(C)n3n2)c1
  6% | ? | -15% | -3% | 0% | ? | -8% | 18% | -6% | ? | -6%
COc1cc(Br)cc(CN2CCN(c3ncccn3)CC2)c1O
  -8% | -3% | -15% | 3% | 0% | -2% | -2% | -5% | 0% | 21% | 10%

Additional compounds:
Structure,MLL CXXC-DNA inh,Gal4-VP16 FLuc,BRCA1 expr act,Rab9 promoter act,ELG1 genotoxic,FLuc modulator,p53 reactivation,MBNL1 CUG block,NPC1 prom act,RORgamma inh,uPA generation
COC(=O)c1cc(S(=O)(=O)NCc2cccs2)c[nH]1,22%,-4%,1%,0%,-3%[9.26 µM],0%,3%,-4%,0%,-14%,28%
CC(=O)Nc1ccc(S(=O)(=O)Nc2ccccc2C(=O)NCc2cccnc2)cc1,4%,-8%,-7%,4%,-2%,1%,1%,-2%,-1%,-3%,1%
COc1ccc(NC(=O)CSCC(=O)N(C)Cc2ccc3c(c2)OCCO3)cc1,/,/,-20%,-7%,0%,-10%,-7%,/,-1%,/,-2%
COc1cc(CNS(=O)(=O)CCl)cc(OC)c1OC,/,/,11%,-1%,2%,2%,1%,/,1%,/,12%

A second format for some results above.
> COc1cc(CNS(=O)(=O)CCl)cc(OC)c1OC
  MLL CXXC-DNA inh: /	Gal4-VP16 FLuc: /	BRCA1 expr act: 11%	Rab9 promoter act: -1%	ELG1 genotoxic: 2%	FLuc modulator: 2%	p53 reactivation: 1%	MBNL1 CUG block: /	NPC1 prom act: 1%	RORgamma inh: /	uPA generation: 12%
> COC(=O)c1cc(S(=O)(=O)NCc2cccs2)c[nH]1
  MLL CXXC-DNA inh: 22%	Gal4-VP16 FLuc: -4%	BRCA1 expr act: 1%	Rab9 promoter act: 0%	ELG1 genotoxic: -3%[9.26 µM]	FLuc modulator: 0%	p53 reactivation: 3%	MBNL1 CUG block: -4%	NPC1 prom act: 0%	RORgamma inh: -14%	uPA generation: 28%

Bioassay records: PubChem BioAssay, National Center for Advancing Translational Sciences (NCATS)

Not all compounds are listed (hit frequency here may not be typical).
